FLuc act counter – FLuc activators, initial screening, artefact control for FLuc-dependent activation tests, biochemical, ATPlite luminescence; 200,000 tested, under 10 active; ATPlite luciferase biochemical, 10 min; 0 = ATP-free wells, 1 = DMSO control; Luciferin 4-monooxygenase (Photinus pyralis), P08659; activation factor at 10 µM; AID 1027, 2008;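 active = luciferase activation factor, scaled between plate controls, of at least 2 with compound at 10 µM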
Target sequence (P08659 whole entry, looked up): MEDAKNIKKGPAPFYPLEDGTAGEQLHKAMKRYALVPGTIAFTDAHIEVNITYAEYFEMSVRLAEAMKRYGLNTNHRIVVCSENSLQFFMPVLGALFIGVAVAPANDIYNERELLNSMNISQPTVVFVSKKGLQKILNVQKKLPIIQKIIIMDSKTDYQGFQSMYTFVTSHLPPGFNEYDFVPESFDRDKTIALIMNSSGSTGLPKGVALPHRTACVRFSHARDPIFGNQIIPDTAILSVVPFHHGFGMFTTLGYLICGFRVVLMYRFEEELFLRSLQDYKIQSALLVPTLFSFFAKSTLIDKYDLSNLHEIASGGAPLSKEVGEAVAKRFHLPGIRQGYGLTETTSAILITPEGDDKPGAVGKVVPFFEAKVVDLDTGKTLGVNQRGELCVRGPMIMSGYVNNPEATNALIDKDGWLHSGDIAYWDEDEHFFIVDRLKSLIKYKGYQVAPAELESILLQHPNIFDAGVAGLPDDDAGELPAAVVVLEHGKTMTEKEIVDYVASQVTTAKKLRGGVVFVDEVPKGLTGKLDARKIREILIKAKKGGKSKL
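Material: luciferase plus luciferin reagent, cell-free. Medium: PBS buffer for ATP. Also added: ATP substrate, dispensed from a 10.24 µM working solution in PBS. Doses: test compounds dosed from 2 mM stocks in 100% DMSO. Incubation: 10 min post-reagent at room temperature. Technique: light output (luminescence). Read-out basis: luminescence gain marking luciferase activators.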
APP 5'UTR act – activators of APP 5'UTR luciferase reporter, primary screen, SH-SY5Y cells; SH-SY5Y APP 5'UTR luciferase reporter, luminescence; zero percent = DMSO vehicle wells; activation, % at 2 µM; 1% of 190,000 active; AID 1276, 2008;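 active = activation above a set limit, based on mean plus 3 SD of controls, cut at about 140% in these data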; note: values of inactives mirror those of a sister screen read the other way
HMGR II inh – inhibitors of E. faecalis class II HMGR, primary screen, biochemical, Enterococcus faecalis | HMG-CoA reductase (Enterococcus faecalis, mvaE) | purified E. faecalis HMGR, NADPH absorbance 340 nm kinetic | inhibition, % at 10 µM | 0.41% of 190,000 active | AID 1066, 2008;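 active = inhibition above a set limit, the median over all tested compounds plus 3 SD, cut at about 9.5% in these data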;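 note: enzyme runs in reverse so mevalonate oxidation gives rising NADPH absorbance; 0% = complete reaction with DMSO and 100% = background rate lacking mevalonate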
Hsp70 act – Hsp70 transcriptional activators, primary screen, cell-based, HeLa, Hsp70 promoter luciferase, luminescence, 10 µM; HeLa Hsp70 promoter luciferase reporter; scaled: vehicle 0, proteasome-inhibitor control 100%; activation, % at 10 µM; 0.04% of 200,000 active;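 active = activation above the mean across all tested compounds plus 3 SD, cutoff set per campaign, cut at about 5.5% in these data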;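 note: 100% = MG132 at 30 µM as the positive control and 0% = DMSO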
G6PDH CS – L. mesenteroides G6PDH inhibitors, counter-screen for G6PDH-coupled screening assays, biochemical, Leuconostoc mesenteroides enzyme; glucose-6-phosphate dehydrogenase [Leuconostoc mesenteroides]; Purified L. mesenteroides G6PDH, diaphorase/resazurin coupled fluorescence, 45 min; inhibition, % at 5 µM; 0.12% of 200,000 active; AID 1020, 2008; in the data active = inhibition above about 50%
FLuc inhib CS – firefly luciferase enzyme inhibitors, primary screen, artefact control for luciferase-based inhibitor screens, biochemical, luminescence, ATPLite; Luciferin 4-monooxygenase (Photinus pyralis), P08659; 10 min; inhibition, % at 10 µM; 1.5% of 200,000 active; AID 1006, 2008;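 active = inhibition above about 50% when tested at 10 µM, limit read from the data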
Redox H2O2 prof – compounds producing H2O2 with reducing agent – biochemical, NIH compound library profiling, artefact control for MLSCN library redox annotation, primary screen; DTT-dependent redox cycling H2O2, phenol red/HRP absorbance; 100% = 100 µM peroxide control, 0% = buffer; activation, % at 10 µM; 0.03% of 200,000 active; AID 878, 2007;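 active = activation of at least 50% relative to the plate's high and low controls in the primary single-dose screen; inactive = activation below 50%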;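 note: compound incubated with DTT at 0.8 mM final as the reducing agent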
APP transl inh – inhibitors of APP translation via 5'UTR reporter, primary screen, APP 5'UTR luciferase, SH-SY5Y cells. SH-SY5Y APP 5'UTR-luciferase reporter, luminescence. inhibition, % at 2 µM. 0.82% of 190,000 active;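 active = inhibition above a set limit, derived from the sample mean plus 3 SD, cut at about 45% in these data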; note: values of inactives mirror those of a sister screen read the other way
NF-kB neuron act – activators of NF-kB expression in neurons, primary screen, cell-based, HTS. 1.6% of 190,000 active. AID 1239, 2008. fold change at 12.5 µM. human neuronal cells, NF-kB reporter expression; stronger effect = higher value; in the data active = fold change above about 3.3
STAT1 act – STAT1 signaling activators, primary screen, cell-based, HTS, luciferase reporter | activation (% of control), % at 5.5 µM | NIH 3T3 STAT1-luciferase reporter, IFN-gamma, luminescence; 100% = IFN-gamma alone, no compound | 2.6% of 200,000 active | AID 932, 2007;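 active = activation above the screen-wide mean activation plus 3 SD, cut at about 130% in these data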;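 note: raw ratio to IFN-gamma control signal so 100% means no change and 0% no light; values of inactives mirror those of a sister screen read the other way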
Starred values were filed as active, the others as inactive. Random draw from the library; overall some 5.3% were active at least once.

cpd	canonical_smiles	FLuc act counter	APP 5'UTR act	HMGR II inh	Hsp70 act	G6PDH CS	FLuc inhib CS	Redox H2O2 prof	APP transl inh	NF-kB neuron act	STAT1 act
1	O=C1c2ccccc2C(=O)N1CCC(c1ccccc1)c1ccco1 (configuration not stated)	1	-1	-4	0.1	23	-2	0.1	1	1.6	102
2	CCOCc1nnc(NC(=O)c2ccco2)s1	1	21	3	-0.2	-6	0	1.6	-21	1.3	102
3	Cc1cccc(OCCN2CSC(=S)N(C)C2)c1	1.1	12	0	-0.2	0	-9	-1.3	-12	1.7	97
4	S=C(c1ccc2c(c1)OCO2)N1CCCCCC1	1	4	-5	-0.2	6	-1	0.4	-4	1.1	102
5	CCn1c(SCC(=O)N/N=C/C=C/c2ccco2)nc2ccccc21	1	9	-2	0.1	8	-3	0.0	-9	1.3	95
6	O=C(CCN1C(=O)c2ccccc2C1=O)N(CCO)Cc1ccccc1	1	-11	-2	0.0	5	2	2.1	11	1	97
7	C=C(CCC(=O)c1ccccc1)C(=O)c1ccccc1	1	-33	0	0.0	-2	3	-0.2	33	1.1	91
8	CSc1nc(Cl)cc(Nc2ccc(O)cc2)n1	1	-8	-3	-0.1	-3	-5	-1.5	8	1.2	127
9	COc1ccc(-c2cc(C(=O)Nc3ccc(C)cc3)no2)cc1	1.1	-14	-2	-0.2	-15	-9	0.2	14	1.1	109
10	CCCCOc1ccc(-c2nnn(CC(=O)c3c[nH]c4ccccc34)n2)cc1	1.1	12	6	-0.1	8	-10	2.8	-12	1.9	100
11	Cn1ccc(C(=O)OCC(=O)c2ccccc2)n1	0.9	16	0	-0.2	5	5	1.0	-16	1.6	110
12	COc1ccccc1NC(=O)CSc1nc(C)c2c(c1C#N)CCCC2	1	8	-2	0.5	4	-3	2.1	-8	0.82	101
13	COc1cccc(CNCc2ccc(C(=O)O)cc2)c1OC	1	6	-2	0.3	6	-1	-0.6	-6	0.92	104
14	COc1ccc(Cc2nnc(SCC(=O)Nc3nc(C)cs3)o2)cc1	1	5	0	0.6	-5	-5	0.0	-5	1.1	101
15	OCC1(CCOc2ccccc2)CCN(C2Cc3ccccc3C2)CC1	1	-3	-1	0.4	14	0	-1.0	3	0.96	110

The last 4 compounds of the part before come first, to join the parts.
cpd	canonical_smiles	FLuc act counter	APP 5'UTR act	HMGR II inh	Hsp70 act	G6PDH CS	FLuc inhib CS	Redox H2O2 prof	APP transl inh	NF-kB neuron act	STAT1 act
12	COc1ccccc1NC(=O)CSc1nc(C)c2c(c1C#N)CCCC2	1	8	-2	0.5	4	-3	2.1	-8	0.82	101
13	COc1cccc(CNCc2ccc(C(=O)O)cc2)c1OC	1	6	-2	0.3	6	-1	-0.6	-6	0.92	104
14	COc1ccc(Cc2nnc(SCC(=O)Nc3nc(C)cs3)o2)cc1	1	5	0	0.6	-5	-5	0.0	-5	1.1	101
15	OCC1(CCOc2ccccc2)CCN(C2Cc3ccccc3C2)CC1	1	-3	-1	0.4	14	0	-1.0	3	0.96	110
16	CC(NC(=O)C1CCCC1)c1ccc2c(c1)OCCO2 (configuration not stated)	1	-6	-1	0.1	1	-5	0.5	6	1	100
17	COc1ccc(S(=O)(=O)c2cnc3ccc(OC)cc3c2N2CCC3(CC2)OCCO3)cc1	1.1	-29	0	-0.5	18	-8	0.4	29	0.33	102
18	O=C(/C=C/c1cccc([N+](=O)[O-])c1)OCC(=O)c1ccccc1	1.1	7	1	0.3	8	-6	-0.2	-7	1.4	103
19	S=c1nc(-c2ccccc2Cl)[nH][nH]1	1	-4	1	-0.4	7	2	-1.1	4	1.3	104
20	N#C/C(=C\c1cc(Cl)cc(Cl)c1O)C(=O)NC1CCCCC1	1.1	-10	0	-0.3	16	-10	2.2	10	1.3	99
21	COc1ccccc1CNS(=O)(=O)c1ccc2[nH]cc(C(=O)O)c(=O)c2c1	1.1	2	-10	-0.1	7	-7	1.8	-2	1	102
22	CCOC(=O)N1CCN(C(=O)COc2ccc(S(=O)(=O)NC3CCCCC3)cc2C)CC1	1.1	17	-6	-0.3	3	-8	0.8	-17	2.2	85
23	CCN(CC)S(=O)(=O)c1cc([N+](=O)[O-])ccc1N=Nc1c(O)[nH]c2ccccc12	1.1	-1	2	-0.2	-2	-9	2.8	1	0.92	94
24	Cc1ccc(-n2nnnc2SCC(=O)Nc2sccc2C#N)cc1	1.1	7	4	0.0	3	-9	-0.4	-7	1.1	103
25	COc1ccc(-c2[nH]ncc2CN(C)CC2CCCCO2)cc1F (configuration not stated)	1.1	21	0	-0.5	13	-6	-0.7	-21	1.2	96
26	CCc1nc(SCC(=O)O)c(C#N)cc1C	1	-12	1	-0.2	-1	0	0.2	12	1	99
27	Cc1nc(-n2ncc(C#N)c2N)c2c3c(sc2n1)CCC3	1.1	-15	-1	-0.2	9	-9	0.2	15	0.99	108
28	COC(=O)c1ccccc1OCCCOc1ccc(C)cc1OC	1	69	0	-0.6	-5	1	0.0	-69	1.5	110
29	Cc1cccc(N2CCN(c3ccc(NC(=O)/C=C(/C(=O)O)c4ccccc4)cc3)CC2)c1	1	-5	-4	-0.2	11	-2	-3.6	5	0.78	103
30	COc1ccc(Cc2c(O)nc[nH]c2=O)cc1	1	0	-7	-0.1	1	-3	-4.6	0	1	99

Reformatted: results already given.
30: COc1ccc(Cc2c(O)nc[nH]c2=O)cc1
23: CCN(CC)S(=O)(=O)c1cc([N+](=O)[O-])ccc1N=Nc1c(O)[nH]c2ccccc12

| Compound | 30 | 23 |
| --- | --- | --- |
| FLuc act counter | 1 | 1.1 |
| APP 5'UTR act | 0 | -1 |
| HMGR II inh | -7 | 2 |
| Hsp70 act | -0.1 | -0.2 |
| G6PDH CS | 1 | -2 |
| FLuc inhib CS | -3 | -9 |
| Redox H2O2 prof | -4.6 | 2.8 |
| APP transl inh | 0 | 1 |
| NF-kB neuron act | 1 | 0.92 |
| STAT1 act | 99 | 94 |

Next entries follow.
cpd	canonical_smiles	FLuc act counter	APP 5'UTR act	HMGR II inh	Hsp70 act	G6PDH CS	FLuc inhib CS	Redox H2O2 prof	APP transl inh	NF-kB neuron act	STAT1 act
31	Cc1ccc(CNS(=O)(=O)NCc2ccccc2)cc1	1.1	0	-6	-0.3	2	-5	0.1	0	0.95	101
32	O=S(=O)(Nc1ccc(N2CCCCC2)cc1)c1cccs1	1	15	-2	0.1	10	0	1.6	-15	0.83	106
33	CCN(CC)S(=O)(=O)c1cccc(NC(=O)COC(=O)c2cccs2)c1	1	18	2	-0.4	5	-4	-0.1	-18	1.1	104
34	Cc1ccc(C(=O)Nc2sc3c(c2C(=O)O)CCCCC3)o1	0.1	57	5	-0.2	10	86*	-0.3	-57	1.6	108
35	N#Cc1c(N)nc2c3c(sc(=N)c2c1N)NC(=O)CC3c1ccccc1Cl (configuration not stated)	1	-7	-5	-0.5	4	-4	-3.6	7	1.2	100
36	CC1=C(C(=O)OC(C)C)C(C2CC=CCC2)NC(=O)N1 (configuration not stated)	1	5	2	-0.6	1	-4	-0.8	-5	1.2	96
37	CCC(c1nnnn1C1CCCC1)N1CCN(c2cccc(OC)c2)CC1 (configuration not stated)	1.1	23	-4	-0.3	15	-6	0.4	-23	1.1	95
38	COc1cccc(NC(=O)C(Sc2nnc(-c3ccncc3)n2-c2ccc(Cl)cc2)c2ccccc2)c1 (configuration not stated)	1	4	-5	-0.3	1	-4	0.1	-4	1.1	98
39	O=C(COC(=O)/C=C/c1ccc([N+](=O)[O-])cc1)NC(c1ccccc1)c1ccccc1	1	-10	0	-0.1	12	-4	-0.2	10	1	100
40	Cc1ccc(-c2cc(C(=O)Nc3ccc(S(=O)(=O)Nc4ncccn4)cc3)c3ccccc3n2)cc1	1	4	-5	-0.4	8	2	-0.5	-4	1.1	90
41	O=C(Nc1cccc(OC(F)(F)F)c1)c1ccc(Br)o1	1	10	-7	-0.5	9	5	1.4	-10	1.1	91
42	Cc1cc(C)c(S(=O)(=O)c2ccccc2C)c(OCC(C)(C)C)n1	1.1	24	6	0.4	4	-6	-1.0	-24	1.1	95
43	O=C(NCC1CCCO1)c1cn(-c2ccccc2)nc1-c1ccccc1 (configuration not stated)	0.7	13	-2	-0.2	7	26	0.4	-13	1.2	106
44	CC(=O)NCCC(=O)Nc1nc(-c2cccs2)c(-c2cccs2)s1	1	21	4	-0.4	-2	2	0.5	-21	0.86	99
45	CCc1nnc(NS(=O)(=O)c2ccc(Nc3ccc4nonc4c3[N+](=O)[O-])cc2)s1	1.1	0	-6	-0.2	12	-6	-0.4	0	1.2	100

Some of these compounds in order of length of the SMILES, ascending:
cpd	canonical_smiles	FLuc act counter	APP 5'UTR act	HMGR II inh	Hsp70 act	G6PDH CS	FLuc inhib CS	Redox H2O2 prof	APP transl inh	NF-kB neuron act	STAT1 act
36	CC1=C(C(=O)OC(C)C)C(C2CC=CCC2)NC(=O)N1 (configuration not stated)	1	5	2	-0.6	1	-4	-0.8	-5	1.2	96
44	CC(=O)NCCC(=O)Nc1nc(-c2cccs2)c(-c2cccs2)s1	1	21	4	-0.4	-2	2	0.5	-21	0.86	99
35	N#Cc1c(N)nc2c3c(sc(=N)c2c1N)NC(=O)CC3c1ccccc1Cl (configuration not stated)	1	-7	-5	-0.5	4	-4	-3.6	7	1.2	100

(listing goes on)
cpd	canonical_smiles	FLuc act counter	APP 5'UTR act	HMGR II inh	Hsp70 act	G6PDH CS	FLuc inhib CS	Redox H2O2 prof	APP transl inh	NF-kB neuron act	STAT1 act
46	CCOC(=O)C/C(C)=N/NC(=O)CN(c1ccc(Br)cc1)S(=O)(=O)c1ccccc1	1	-3	-2	-0.5	2	4	0.4	3	0.88	100
47	COc1ccc(/C=N/Nc2nnc(Cc3ccc(OC)c(OC)c3)c(=O)[nH]2)cc1OC	0.9	-15	-2	-0.4	19	10	0.1	15	1	102
48	CCOC(=O)C(C)Sc1nnc2n1C(C)(C)Cc1ccccc1-2 (configuration not stated)	1	-7	-4	-0.2	4	0	-0.2	7	1	95
49	OCCC1CN(Cc2ccncc2)CCN1C1CCCC1 (configuration not stated)	1	9	0	-0.1	-2	-2	-0.9	-9	0.91	96
50	Cc1cc(CNC(=O)[C@H](C)[C@@H]2C[C@@]2(C)[C@@H](NC(=O)OCc2ccccc2)c2ccccc2)nn1C	1	3	0	-0.1	19	-2	0.1	-3	0.77	94
51	COc1ccc(NS(=O)(=O)c2cccc(NC(=O)C34CCC(CC3)C4)c2)cc1	1	8	1	-0.3	4	4	-0.3	-8	0.61	85
52	CCN1CCN(CCC(=O)Nc2ccc(Br)cc2)CC1	1.1	-11	-3	-0.4	8	-6	-0.2	11	1.1	104

Along the list, quoted from above.
Compounds 46–52 in NF-kB neuron act, in turn: 0.88, 1, 1, 0.91, 0.77, 0.61, 1.1
Compounds 46–52 in G6PDH CS, in turn: 2, 19, 4, -2, 19, 4, 8

Compound activity as filed in PubChem BioAssay.
